Bioassay records from PubChem BioAssay.
MazEF act: activators of E. coli MazEF toxin-antitoxin RNase; P0AE70; FAM/BHQ RNA-DNA oligo cleavage fluorescence, 5 h; activation, % at 20 µM; 350,000 compounds, 0.32% hits; AID 504720; in the data active = activation above about 50%
Target sequence (P0AE70 whole entry, looked up): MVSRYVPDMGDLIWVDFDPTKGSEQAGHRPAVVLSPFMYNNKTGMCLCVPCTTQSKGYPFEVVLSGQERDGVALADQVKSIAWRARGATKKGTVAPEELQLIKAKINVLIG
3CLpro inhibitor: SARS-CoV 3CLpro protease inhibition; AID 1706; inhibition, % at 6 µM; recombinant SARS-CoV 3CLpro, quenched FRET peptide cleavage; 290,000 compounds, 0.14% hits; in the data active = inhibition above about 12%
VHR inh abs: inhibitors of human VHR1 phosphatase (DUSP3). P51452. AID 1654. inhibition, % at 13.3 µM. 290,000 compounds, 0.52% hits. recombinant VHR phosphatase, pNPP absorbance; in the data active = inhibition above about 50%; note: some compounds called inactive have numbers as strong as hits
BH1578 lux ind: quorum light induction in luxS cqsA deficient V. cholerae; V. cholerae BH1578 lux reporter, luminescence, 6 h; activation, % at 18.7 µM; 350,000 compounds, 0.16% hits; AID 588436; in the data active = activation mostly above about 9.7%, no sharp cut-off; note: not every result past the cut was called active; inactives centre near 0; reference of the scale not given here
Mtb UGM inh: Mtb UDP-galactopyranose mutase inhibition. inhibition, % at 10 µM. AID 504406. P9WIQ1. purified UGM, fluorescence polarization probe displacement. 320,000 compounds, 0.06% hits; in the data active = inhibition above about 10%, passing the limit was not always enough
Target sequence (P9WIQ1 whole entry, looked up): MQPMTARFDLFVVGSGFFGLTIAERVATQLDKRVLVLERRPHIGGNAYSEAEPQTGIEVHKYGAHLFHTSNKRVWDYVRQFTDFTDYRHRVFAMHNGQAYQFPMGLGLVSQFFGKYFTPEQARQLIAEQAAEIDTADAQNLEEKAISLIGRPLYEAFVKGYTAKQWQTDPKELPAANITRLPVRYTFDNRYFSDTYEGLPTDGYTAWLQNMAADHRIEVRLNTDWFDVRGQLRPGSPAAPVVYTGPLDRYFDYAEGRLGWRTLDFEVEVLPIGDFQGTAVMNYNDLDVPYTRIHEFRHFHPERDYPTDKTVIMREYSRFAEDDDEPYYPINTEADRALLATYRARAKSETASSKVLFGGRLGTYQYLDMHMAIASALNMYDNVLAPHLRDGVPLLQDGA
Rv3671c inh: inhibits the M. tuberculosis serine protease Rv3671c. 320,000 compounds, 0.048% hits. P9WHR9. inhibition, % at 5.96 µM; in the data active = inhibition above about 38%;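 note: extracellular domain of Rv3671c used as enzyme; 0% = enzyme with DMSO and 100% = no enzyme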
Target sequence (P9WHR9 whole entry, looked up, the tested form may be a part): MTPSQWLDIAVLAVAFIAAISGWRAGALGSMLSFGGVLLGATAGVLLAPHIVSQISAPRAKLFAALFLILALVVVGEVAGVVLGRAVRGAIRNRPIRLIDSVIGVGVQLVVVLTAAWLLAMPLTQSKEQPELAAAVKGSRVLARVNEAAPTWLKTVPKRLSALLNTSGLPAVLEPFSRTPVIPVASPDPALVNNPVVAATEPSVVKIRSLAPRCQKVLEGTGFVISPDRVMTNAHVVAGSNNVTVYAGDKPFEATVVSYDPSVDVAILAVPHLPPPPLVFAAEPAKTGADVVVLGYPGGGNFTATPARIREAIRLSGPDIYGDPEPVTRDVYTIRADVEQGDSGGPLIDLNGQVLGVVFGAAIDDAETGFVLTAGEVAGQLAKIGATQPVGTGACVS
Mtb FBA inh: inhibits M. tuberculosis FBA enzyme; P9WQA3; purified M. tuberculosis FBA, fluorescence read-out; inhibition, % at 1 µM; 360,000 compounds, 2.3% hits; AID 588726; in the data active = inhibition above about 27%;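 note: 0% = vehicle and 100% = reference inhibitor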
GDH-TPI inh: counter-screen for M. tuberculosis FBA inhibitors: GDH-TPI coupled enzymes. GDH-TPI coupled enzyme counterscreen, NADH absorbance. inhibition, % at 4.8 µM. 360,000 compounds, 1.2% hits. AID 588335; in the data active = inhibition above about 30%;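 note: 0% = DMSO wells and 100% = wells lacking the enzyme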
PriA SSB inh: inhibitors of Klebsiella pneumoniae PriA binding to SSB C-terminal tail; AID 1272365; AlphaScreen SSBct-PriA binding, biotinylated peptide; 430,000 compounds, 0.6% hits; inhibition, % at 33 µM; in the data active = inhibition mostly above about 37%, no sharp cut-off; inactive = mostly below about 20%;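 note: plate controls were negative control peptide for no effect and reference peptide for full effect; strong numbers were not always called active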
BioA inh: inhibitors of Mycobacterium tuberculosis BioA enzyme. purified M. tuberculosis BioA enzyme, plate reader. inhibition, % at 9.99 µM. 360,000 compounds, 0.096% hits; in the data active = inhibition above about 40%
* hit, by the source's call; i = inactive; nt = not tested or not shown; & = joins results of further samples.

SMILES	MazEF act	3CLpro inhibitor	VHR inh abs	BH1578 lux ind	Mtb UGM inh	Rv3671c inh	Mtb FBA inh	GDH-TPI inh	PriA SSB inh	BioA inh
S=C(NCCc1ccccc1)N1CCC2CC1c1c(Cl)cccc12 (centres undefined)	7	nt	nt	1.0	nt	nt	0	-12	nt	-1.4
O=C(NCc1ccccc1)c1cc(C2CCCN(C(=O)CCc3ccccc3)C2)on1 (centres undefined)	nt	nt	nt	-0.3	nt	nt	-2	-3	nt	0.6
CN(C)Cc1c(C(=O)N/N=C/c2cccc(OCc3ccccc3)c2)nnn1-c1nonc1N	-13	3	-4	-0.6	-0.4	-5	-2	2	nt	-1.0
O=C(Nc1ccccc1)c1nccn1Cc1ccc(F)cc1	3	6	13	-0.4	2.5	-6	-5	5	-17	0.3
Cc1ccccc1OCC(=O)OCC(=O)NCc1cccs1	-1	-1	7	-0.3	3.1	4	-4	-4	-5	nt
COc1cc(/C=C2\SC(=S)N(NS(=O)(=O)c3ccc(C)cc3)C2=O)cc(OC)c1OC	-1	10	-2	i	0.6	-7	-1	21	-2	0.7
Cc1cccc(-c2noc(Cc3ccccc3)n2)c1	-1	9	24	-12	0.3	-9	2	4	-134	-1.3
Cc1ccc(Nc2c(-c3ccccn3)nc3cccc(C)n23)cc1	-2	2	50	i	-0.7	14	3	14	101	1.2
COc1cc(C(=O)NCC(=O)N/N=C(/C)c2cccs2)cc(OC)c1OC	5	1	-10	i	1.2	5	-3	8	nt	nt
CCN1CCN(C(=O)c2cc(COc3ccc(C(C)=O)cc3OC)on2)CC1	-2	-1	10	-0.3	-1.0	-6	-1	7	-14	1.6
CC(=O)N/C(=C\c1ccccc1)C(=O)OCC(=O)Nc1ccc(C)c(S(=O)(=O)N(C)C)c1	7	nt	nt	-0.1	-0.4	-9	0	5	-6	-0.4
O=C(CSc1ccc2nnc(-c3ccccn3)n2n1)Nc1ccc2c(c1)OCO2	1	-5	5	-0.2	-2.3	18	0	7	-10	6.0
CC(=O)c1ccc(N2CCN(S(=O)(=O)c3cn(C)cn3)CC2)cc1	3	1	24	-2.0	0.4	-5	3	37*	1	17
COc1ccccc1CNS(=O)(=O)c1cc2c3c(c1)CCC(=O)N3CCC2	1	nt	nt	-5.6	0.0	-2	1	8	-7	nt
COc1ccccc1-n1cnnc1SCC(=O)Nc1cccc(S(=O)(=O)N2CCCCC2)c1	nt	2	13	nt	1.8	0	nt	nt	nt	nt
O=C(Nc1cccc(Cl)c1)Nc1nnc(CC2=CCCCC2)s1	-5	6	8	i	0.6	2	-2	7	-7	0.2
C=C[C@@H]1c2c(F)cccc2N(S(=O)(=O)c2ccc(C)cc2)[C@H](c2ccc(C(=O)OC)cc2)C1(C#N)C#N	-6	nt	nt	i	1.1	-38	-2	9	-1	0.1
O=C(CSc1n[nH]c(-c2ccco2)n1)Nc1ccc(F)cc1	9	-1	30	-0.3	-0.4	0	-1	-2	-6	-0.4
CCNC(=O)CP(=O)(c1ccccc1)c1ccccc1	9	5	1	i	3.0	-5	1	9	-13	-0.9
CCc1ccc(C2C(C#N)=C(N)N(N(C)C)C3=C2C(=O)CCC3)s1 (centres undefined)	-1	-2	0	-0.1	1.9	5	-2	3	5	nt
O=C(/C=C/c1ccc(Cl)cc1)c1ccc([N+](=O)[O-])o1	1	nt	nt	i	-0.2	-2	2	15	-2	0.5
CC(C)CCN1CCN(Cc2cccc3cccnc23)CC1CCO (centres undefined)	12	-4	30	-0.4	-3.2	13	2	-4	0	0.5
CCc1ccccc1NC(=O)c1ccc([N+](=O)[O-])s1	5	-5	21	nt	0.0	-4	0	9	25&15	nt
CC(C)NC(=O)N(C)C[C@H]1Oc2ccc(NC(=O)Nc3ccccc3)cc2C(=O)N([C@@H](C)CO)C[C@@H]1C	6	nt	nt	-0.3	3.6	4	-2	3	3	6.2&-0.3
O=C(NCc1ccc(F)cc1)Nc1ccccc1	5	-6	27	1.9	3.1	1	0	-5	5	-1.3
O=C(CSc1ccc(-c2ccc(F)cc2)nn1)NCC1CCCO1 (centres undefined)	7	2	22	i	-0.3	8	-2	-4	-3	0.5
NS(=O)(=O)c1cccc(NC(=O)COC(=O)/C=C/c2ccco2)c1	3	-5	9	-3.3	2.0	-9	0	9	-6	nt
O=C(Nc1ccccc1C(=O)O)c1ncn[nH]1	8	-3	18	-0.2	nt	nt	2	8	-2	-0.3
C=CCOc1c(Cl)cc(CNCCCN2CCOCC2)cc1OC	1	6	17	i	-0.5	-1	-2	-9	-8	-1.9
CN(c1ccccc1)S(=O)(=O)c1ccc(NC(=O)c2ccco2)cc1	13	-3	2	-0.4	0.2	-6	-8	-8	9	nt

Record cards, from the list above. Order of values: MazEF act, 3CLpro inhibitor, VHR inh abs, BH1578 lux ind, Mtb UGM inh, Rv3671c inh, Mtb FBA inh, GDH-TPI inh, PriA SSB inh, BioA inh
`O=C(/C=C/c1ccc(Cl)cc1)c1ccc([N+](=O)[O-])o1` reads 1, nt, nt, i, -0.2, -2, 2, 15, -2, 0.5
`CCc1ccccc1NC(=O)c1ccc([N+](=O)[O-])s1` reads 5, -5, 21, nt, 0.0, -4, 0, 9, 25&15, nt

Next section
SMILES	MazEF act	3CLpro inhibitor	VHR inh abs	BH1578 lux ind	Mtb UGM inh	Rv3671c inh	Mtb FBA inh	GDH-TPI inh	PriA SSB inh	BioA inh
CCOc1ccc(/C=N/OCC(=O)Nc2ccc3c(c2)OCO3)cc1	3	6	9	0.4	0.8	8	2	-8	nt	1.5
COc1ccc(-c2noc(-c3ccccc3-c3ccccc3)n2)cc1	0	0	21	-0.3	0.8	-16	1	-8	-40	1.8
O=C(CNC(=O)c1ccccc1F)NC1CCN(Cc2ccccc2)CC1	3	-1	25	-0.2	1.2	-2	2	0	-7	0.8
CCOc1ccc(OCCSc2nc3ccccc3o2)cc1	0	0	23	-0.8	-1.1	-2	3	4	-24	nt
O=C(CCCn1cncn1)N1CCCC(N2CCN(c3ccccc3F)CC2)C1 (centres undefined)	12	3	1	-0.3	0.7	1	2	4	-1	-2.4
CC(=O)c1cccc(-c2ccnc3c2CC(C(=O)NCc2ccco2)O3)c1 (centres undefined)	nt	nt	nt	-0.4	nt	nt	1	0	nt	0.5
Cc1sc2ncnc(N3CCC(C(=O)Nc4nc5ccc(Cl)cc5s4)CC3)c2c1C	-169	nt	nt	-0.3	1.6	-1	2	-5	-4	-0.9
CC1(O)C(=O)c2ccccc2N(c2ccccc2)C1=O (centres undefined)	-16	-1	12	i	1.1	-1	-1	13	-5	-0.4
COc1ccc(Oc2cc(C(F)(F)F)cnc2C(N)=O)cc1	2	5	16	6.7	2.0	-5	8	-2	-1	0.8
COC(=O)C1=C(O)CSC1=Nc1cccc(C(F)(F)F)c1	-11	3	-4	i	-1.1	0	3	-4	-20	0.9
CCOc1ccc(-c2cc(C(=O)NCCCn3ccnc3)c3ccccc3n2)cc1	11	-2	37	1.6	0.6	-4	33*	-1	5	nt
CCc1cccc(C)c1NC(=S)N(Cc1cccnc1)Cc1ccco1	2	1	4	-0.3	1.2	1	-2	6	4	nt
C[C@H](CO)N1C[C@H](C)[C@@H](CN(C)C(=O)c2ccccc2)Oc2cc(C#C[C@@H](C)O)ccc2S1(=O)=O	-12	nt	nt	-0.6	nt	nt	0	1	nt	2.6&-0.8&-1.0
O=C(NCCCN1CCOCC1)C(=O)NCc1ccc(Cl)cc1	3	0	14	1.4	1.9	5	3	-6	-3	nt
O=C(C1CCN(S(=O)(=O)c2cnc[nH]2)CC1)N1CCN(c2ccc([N+](=O)[O-])cc2)CC1	9	2	15	-0.4	-0.5	-5	-9	8	-9	2.5
O=Cc1c(Cl)[nH]c(=O)n1-c1ccccc1	5	0	6	-0.4	nt	nt	1	10	-19	-1.0
Cc1ccc(C2CC(=O)C=C(O)C2)cc1 (centres undefined)	11	-1	10	i	4.5	1	0	4	-5	0.8
C[C@@H]1CCCCO[C@H](CN(C)C(=O)c2ccccc2)[C@@H](C)CN([C@H](C)CO)C(=O)c2cc(NC(=O)NC3CCCCC3)ccc2O1	6	nt	nt	-0.3	nt	nt	4	6	nt	0.8
Cc1ccc(CNC(=O)CCS(=O)(=O)c2ccc3c(c2)CC(C)N3C(=O)C2CC2)cc1 (centres undefined)	-1	-2	5	-0.7	0.0	-1	-1	-5	-3	-0.7
CC12CCC(=O)C=C1C(F)CC1C2C(O)CC2(C)C1CCC2(O)C(=O)CO (centres undefined)	3	nt	nt	i	nt	nt	1	12	-4	-0.5
CCn1c(CNC(=O)c2cc(OC)c(OC)c(OC)c2)cc2cc(C)ccc21	-3	4	-4	i	-1.2	-3	0	-4	-12	-0.6
COc1ccccc1CN(C)C(=O)c1cc(S(=O)(=O)N2CCCCCC2)ccc1OC	-12	nt	nt	-0.5	nt	nt	1	2	nt	3.7
O=C(c1ccc(Cl)cc1)c1ccc(OCC(O)CN2CCCCC2)cc1 (centres undefined)	1	-2	31	-2.0	2.9	-4	-1	4	-11	-0.7
N/C(=N\OC(=O)COc1ccc(Cl)cc1Cl)c1cccnc1	1	1	42	-0.4	-0.1	-5	-2	8	nt	1.0
CC(=O)N/C(=C\c1ccccc1)C(=O)OC(C)C(=O)NCc1ccccc1 (centres undefined)	8	nt	nt	-1.8	-2.5	-3	-2	6	-7	-1.4
COc1ccc(C(=O)C2CCCN(C(=O)CSC)C2)cc1OC (centres undefined)	4	-1	9	i	0.2	8	0	-1	-4	0.1
CCOc1c(Br)cc(C(N)=O)cc1OC	6	3	0	-0.2	-2.3	0	4	7	4	0.3
CCNS(=O)(=O)c1ccc(NC(=S)N2CCc3ccccc32)cc1	3	-2	14	i	-4.6	nt	-1	11	-9	-1.5
OCCNC(=S)Nc1ccc2nsnc2c1	12	-4	6	-1.2	-0.8	-73	3	4	-7	2.5
CCOc1ccc(C(=O)NN2C(=O)C3C4C=CC(O4)C3C2=O)cc1 (centres undefined)	-1	-4	-4	nt	0.8	-3	1	0	-24	1.5
Cc1ccccc1NC(=O)CSc1ccc(-c2ccco2)nn1	4	-2	3	-0.4	-3.3	-10	3	-9	-11	-0.6
CCCNC(=O)CSc1nc2ccc(OCC)cc2s1	-23	-1	30	-1.7	1.0	0	6	5	-21	nt
CCOc1ccc(NC(=O)c2cnc3scc(C)n3c2=O)cc1	19	3	6	-0.3	0.1	-4	1	0	-8	-0.4
Cc1ccc(Cc2c(C)nc3nc(SCC(=O)NCCCN4CCCC4)nn3c2C)cc1	22	-2	13	0.3	-2.4	0	3	6	15	nt
Cc1oc(-c2ccccc2Cl)nc1CS(=O)(=O)CC(=O)NC(C)c1ccccc1 (centres undefined)	8	-2	29	-0.6	-4.4	0	-2	3	-1	-0.3
COC(=O)c1cc(S(=O)(=O)NCCc2sccc2C)c[nH]1	4	0	8	i	-1.6	-2	-1	-8	14	nt
CCOc1ccc(C(=O)NC(=S)Nc2cccnc2)cc1	1	3	10	-0.3	12*	-5	0	-11	1	nt

Just VHR inh abs, 3CLpro inhibitor and BH1578 lux ind, for 7 of the compounds above:
Structure | VHR inh abs | 3CLpro inhibitor | BH1578 lux ind
Cc1ccccc1NC(=O)CSc1ccc(-c2ccco2)nn1 | 3 | -2 | -0.4
COC(=O)c1cc(S(=O)(=O)NCCc2sccc2C)c[nH]1 | 8 | 0 | i
CCOc1ccc(NC(=O)c2cnc3scc(C)n3c2=O)cc1 | 6 | 3 | -0.3
CCCNC(=O)CSc1nc2ccc(OCC)cc2s1 | 30 | -1 | -1.7
CCOc1ccc(C(=O)NC(=S)Nc2cccnc2)cc1 | 10 | 3 | -0.3
Cc1oc(-c2ccccc2Cl)nc1CS(=O)(=O)CC(=O)NC(C)c1ccccc1 (centres undefined) | 29 | -2 | -0.6
Cc1ccc(Cc2c(C)nc3nc(SCC(=O)NCCCN4CCCC4)nn3c2C)cc1 | 13 | -2 | 0.3

These rows are one share of the data; count on the stated rates, not on these rows.
